# GoLoco inh red: blocks human Gai1 binding to RGS12 GoLoco peptide, red readout; Potency, µM (top dose mostly 61.6 µM), inactives show at the highest dose activity, negative = inhibition, hits mostly inhibitors; Gai1:RGS12 GoLoco peptide FP, rhodamine, 10 min; 230,000 tested, 0.44% active; AID 880; P63096; active = well fitted inhibition curve with a large enough effect, not every such curve was filed as active; inactive = no such curve, though single readings can be large or run the other way; also: nearly all actives have a fitted effect of over 30% in size; many of its hits are not listed in these tables
# RECQ1 inh: RECQ1 (human) helicase inhibition; P46063; RECQ1 DNA unwinding, red fluorescence kinetic read; Potency, µM (series often up to 57.3 µM), without a hit: at the top dose activity, negative = inhibition, usual class: inhibitors; 240,000 tested, 0.54% active; AID 2549;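 also: plate controls were vehicle for no effect and no enzyme for full effect; nearly all actives have a fitted effect of over 30% in size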
#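 RECQ1T1 50 nM; forked duplex (20 bp + 30-nt ss tails) 200 nM, ATP 2 mM final; pH 8.0, 2 mM MgCl2, 2.5 ug/ml poly(dI-dC); 15 min compound preincubation; discontinuous kinetic read over 2 h at RT.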
# TRb-SRC2 inh: disrupts binding of human TR beta to SRC2; TRbeta-SRC2 peptide binding, fluorescence polarization; receptor liganded with 1 µM T3; Potency, µM (series often up to 106 µM), inactives show top-dose activity change, negative = inhibition, most hits filed as inhibitors; AID 1469; 280,000 tested, 0.065% active; P10828;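 also: plate controls were bound peptide for no effect and peptide without receptor for full effect; nearly all actives have a fitted effect of over 50% in size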
#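 Compounds were added to 0.6 uM TRb ligand-binding domain and 20 nM Texas Red-labeled SRC2 peptide in Tris buffer containing 1 uM T3, incubated 5 hr at ambient temperature, then read by fluorescence polarization.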
# GAA glycogen: inhibitors or activators of human alpha-glucosidase glycogen cleavage; P10253; recombinant GAA, glycogen substrate, Amplex Red glucose oxidase fluorescence; Potency, µM (titrated, usually from 76.4 µM), for the others: at the top dose activity change, negative = inhibition, usual class: inhibitors; 300,000 tested, 0.38% active;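 also: 0% = full enzyme reaction and -100% = no-enzyme basal signal; the screen sought inhibitors and activators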
#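 Recombinant human alpha-glucosidase (4 nM final) hydrolysed bovine liver glycogen (30 ug) for 40 min at 37 C in pH 5.0 citrate/phosphate with 0.01% Tween-20. Released glucose detected by glucose oxidase/Amplex Red, Ex 573/Em 610 nm. Compounds up to 77 uM; AC50 from Hill fits.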
# GAA inhib: alpha-glucosidase (human) inhibition | P10253 | purified human GAA, 4-MU-alpha-glucoside fluorescence | Potency, µM (highest dose often 76.9 µM), for the others: at the highest dose activity change, negative = inhibition, hits mostly inhibitors | 200,000 tested, 0.005% active;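 also: plate controls were uninhibited enzyme wells for no effect and no-enzyme background for full effect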
#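 Fluorescence at Ex 365/Em 440 nm from 4-methylumbelliferone reported enzyme activity after 20 min at room temperature. Reactions used 4 nM enzyme and 400 uM substrate at pH 5.0; curves fitted with the Hill equation.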
# GAA spleen mod: lysosomal alpha-glucosidase (human) modulation; P10253; human spleen homogenate, 4-MU-alpha-glucoside fluorescence; Potency, µM (top dose mostly 79.9 µM), without a hit: at the highest dose activity change, negative = inhibition, hits mostly inhibitors; 240,000 tested, 0.006% active; AID 2112;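 also: 0% = enzyme with vehicle and -100% = no enzyme basal signal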
#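 Enzyme source: human spleen homogenate, 1 ug/well. Buffer 50 mM citric acid/K phosphate pH 5.0, 0.01% Tween-20. 4-MU-alpha-glucoside 1 mM; 37 C x 40 min; NaOH/glycine stop; fluorescence.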
# TexasRed fluor: Texas Red fluorescence interference in TRb-SRC2 counter-screen | TRb/SRC2 Texas Red total fluorescence interference | 280,000 tested, 0.29% active | Potency, µM (highest dose often 106 µM), without a hit: top-dose fluorescence change, negative = quenching; active = well fitted curve in either direction with a large enough effect; inconclusive = small, poorly fitted or top-dose-only effect
#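 Human TRb ligand-binding domain at 0.6 uM with 20 nM Texas Red SRC2 peptide in Tris buffer containing 1 uM T3 and 5% DMSO, incubated with compound 5 h at ambient temperature. Total fluorescence (555/632 nm) calculated as parallel + 2 × perpendicular.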
# L3MBTL1 block: inhibitors of human L3MBTL1 | AlphaScreen L3MBTL1–H3K9me1 peptide binding | 230,000 tested, 0.66% active | Potency, µM (series often up to 57.1 µM), inactives show at the highest dose activity, negative = inhibition, actives largely listed as inhibitors | Q9Y468; also: nearly all actives have a fitted effect of over 60% in size
# Target sequence (Q9Y468 whole entry, looked up): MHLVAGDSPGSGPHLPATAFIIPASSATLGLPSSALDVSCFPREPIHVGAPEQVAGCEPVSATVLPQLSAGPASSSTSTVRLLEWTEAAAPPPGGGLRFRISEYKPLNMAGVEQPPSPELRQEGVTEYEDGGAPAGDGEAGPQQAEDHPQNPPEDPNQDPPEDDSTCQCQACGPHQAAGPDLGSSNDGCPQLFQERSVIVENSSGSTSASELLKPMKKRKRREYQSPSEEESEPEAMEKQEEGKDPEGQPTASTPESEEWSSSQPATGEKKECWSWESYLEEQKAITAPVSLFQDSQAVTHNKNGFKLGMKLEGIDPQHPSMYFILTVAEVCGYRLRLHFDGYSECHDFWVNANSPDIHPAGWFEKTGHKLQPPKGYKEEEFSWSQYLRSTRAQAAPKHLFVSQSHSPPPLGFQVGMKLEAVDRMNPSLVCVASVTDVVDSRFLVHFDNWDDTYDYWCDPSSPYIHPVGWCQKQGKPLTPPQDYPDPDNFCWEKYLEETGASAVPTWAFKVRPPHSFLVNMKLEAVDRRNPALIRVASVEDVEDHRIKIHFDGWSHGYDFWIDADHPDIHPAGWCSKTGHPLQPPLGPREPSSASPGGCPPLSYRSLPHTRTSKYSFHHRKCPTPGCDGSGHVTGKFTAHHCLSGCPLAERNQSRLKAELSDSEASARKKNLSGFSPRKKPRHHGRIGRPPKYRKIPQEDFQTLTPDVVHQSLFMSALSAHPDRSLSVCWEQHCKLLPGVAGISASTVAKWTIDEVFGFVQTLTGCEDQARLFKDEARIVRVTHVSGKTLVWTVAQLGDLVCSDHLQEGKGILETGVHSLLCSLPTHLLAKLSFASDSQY
#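 Read-out is AlphaScreen signal from streptavidin donor and nickel chelate acceptor beads (10 ug/mL final each) bridging L3MBTL1 (50 nM) and biotinylated K9-monomethylated H3(1-15) peptide (75 nM), after 30 min compound exposure at room temperature.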
# * = called active by the depositor; i = inactive; ? = inconclusive; · = not tested or not shown; & = joins results of further samples; [ ] = remark or other dose. Unless noted, calls follow the shape of the dose curve; as a rule, active = well fitted curve in the direction sought with a large enough effect; inconclusive = small, poorly fitted or top-dose-only effect, or another doubt; inactive = no such curve, though single readings can be large; an effect the other way counts as inactive or inconclusive. Unless noted, % is scaled to controls: 0 for no effect and ±100 for the full control effect; potency is read from the fitted curve at half-maximal effect. A portion of the library; rates above refer to the full screens.
SMILES,GoLoco inh red,RECQ1 inh,TRb-SRC2 inh,GAA glycogen,GAA inhib,GAA spleen mod,TexasRed fluor,L3MBTL1 block
O=C(/C=C\c1ccco1)c1ccc(NC(=O)c2ccco2)cc1,20%,?,12%,-6%,7%,3%,-25%,11µM*
COC(=O)c1sccc1NC(=O)c1c(C)c(-c2cccc(Cl)c2)nc2ccccc12,6%,-3%,0%,-9%,-7%,-6%,0%,-5%
CC(=O)Nc1ccc(S(=O)(=O)N2CCC(N(C)CCC(C)C)CC2)cc1,5%,-10%,3%,1%,-6%,-11%,0%,11%
COC(=O)c1cc(NC(=O)c2cccc(C(F)(F)F)c2)c(=O)oc1C/C=N/OCc1cccc(Cl)c1Cl,103%[activator],-4%,-13%,-8%,-10%,0%,1%,·
O=C(N/N=C/c1ccc([N+](=O)[O-])cc1)c1[nH]ncc1Br,-4%,-1%,-14%,3%,-2%,3%,-1%,3%
COc1ccc(/C=C/c2ccncc2)cc1,64%[activator],-9%,3%,4%,-1%,-4%,-2%,-2%
Cc1ccc(S(=O)(=O)Nc2cc(C(=O)Nc3cc(C)cc(C)c3)ccc2Cl)cc1,-6%,-7%,1%,-3%,-6%,2%,-1%,·
CC(NC(=O)CSc1nnc(COc2ccccc2)o1)c1ccccc1 (centres undefined),-2%,-3%,-9%,1%,-3%,-1%,-3%,6%
COC(=O)c1cnc(Oc2ccc(NC(=O)NC(=O)c3ccccc3Cl)cc2)cc1C(F)(F)F,1%,i,13%,-1%,-12%,5%,0%,-4%
CSc1ccc(S(=O)(=O)Nc2ccc3c(c2)NC(=O)CC3)cc1,26%,-3%,6%,4%,-6%,6%,2%,9%
CCOc1ccccc1NC(=O)N1CCC(c2nc3ccc(C)cc3[nH]2)CC1,4%,i,2%,2%,-6%,-5%,1%,10%
CCCN1CCN(C(c2cc3cc(OCC)ccc3[nH]c2=O)c2nnnn2C2CCCCC2)CC1 (centres undefined),-5%,6%,-1%,5%,15%,-1%,-5%,-1%
CC(C)(C)NC(=O)NC(=O)COC(=O)CCC1CCCCC1,10%,i,-13%,-6%,-9%,-2%,1%,·
CCC(=Nc1ccccc1O)C1=C(O)CC(c2ccccc2)CC1=O (centres undefined),11%,-3%,-2%,13µM*,·,-4%,4%,-8%
O=C1CCSc2ccc(Cl)cc2N1Cc1ccc(Cl)cc1,5%,i,-5%,2%,-3%,-8%,0%,7%
O=C(Cn1ncc2c1-c1ccccc1OC2)N1CCN(Cc2ccc3c(c2)OCO3)CC1,12%,-2%,-4%,-7%,-8%,-2%,-3%,·
CCCCNC(=O)C1CCC(CNS(=O)(=O)c2ccc(NC(C)=O)cc2)CC1 (centres undefined),2%,-5%,-4%&-10%,1%,3%,0%,1%&-1%,9%
COC(=O)c1cccc(NC(=O)CSc2nc(=O)cc(N)n2-c2ccccc2)c1,27%,-7%,9%,10%,-10%,-1%,-1%,·
COCCNC(=O)c1c(N)n(-c2cccc(C)c2)c2nc3ccccc3nc12,11%,i,-19%,-14%,?,7%,-2%,-17%
Cc1[nH]nc2c1C(c1ccsc1)C(C#N)=C(N)O2 (centres undefined),11%,-4%,-5%,-11%,0%,0%,-3%,·
O=C(CCCC1=NS(=O)(=O)c2ccccc2N1)N1CCN(c2ccc(Cl)cc2)CC1,-2%,-1%,3%,3%,0%,2%,0%,5%
Fc1ccc(Oc2nc(-c3ccccc3)nnc2C(F)(F)F)cc1,-1%,2%,6%,7%,-2%,-3%,-8%,1%
CN(Cc1cccc(Cl)c1Cl)C(=O)c1ccc(NC(=O)CC#N)cc1,2%,-15%,0%,-4%,4%,-14%,1%,?
COCCn1c(Cc2ccccc2)nnc1SCc1ccc([N+](=O)[O-])cc1,-10%,-3%,-3%,6%,-12%,2%,5%,5%
COc1ccc(-c2nnc(SCC(=O)Nc3ncc(C)s3)n2-c2ccccc2)cc1OC,11%,-16%,-4%,0%,-5%,-5%,-1%,-4%
C1=Cc2ccccc2Nc2ccccc21,-6%,-8%,-1%,16µM*,·,-9%,-4%,-26%
CN(Cc1c(C(=O)N(C)Cc2ccccc2)nc2ccccn12)CC1Cc2ccccc2O1 (centres undefined),16%,i,4%,2%,-9%[15.4 µM],-13%,-4%,-20%
CCn1c(=O)cc(OCC(=O)NCc2cccnc2)c2ccccc21,11%,-12%,-10%,6%,-5%,3%,1%,13%
COc1cccc(-n2c(C)nc3c(cnn3-c3ccc(C)cc3)c2=O)c1,-3%,-4%,2%,-6%,0%,-4%,0%,9%
O=c1c2c(-c3ccccc3)ccnc2[nH]n1-c1ccccc1,·,·,3%,?,·,·,-7%,-2%
CCOc1ccc(S(=O)(=O)NCCC(=O)N2CCN(c3ccc(OC)cc3)CC2)cc1,10%,i,3%,-7%,-5%,2%,0%,-8%
O=c1[nH]c(=S)[nH]c2sccc12,2%,-4%,2%,-9%,3%,-7%,0%,0%
O=[N+]([O-])c1nn(-c2ccc(Cl)cc2)n(O)c1=NCc1ccccc1Cl,0%,i,6%,4%,?,-26%,-4%,·
Cc1cccc(OCC(=O)Nc2ccc3c(c2)nc(CCN2CCN(C)CC2)n3C)c1,2%,20%,-24%,-2%,-5%,-4%,1%,-7%
O=C(CC1C(=O)NCCN1Cc1ccc(-c2ccccc2)cc1)NCC1CCOCC1 (centres undefined),13%,0%,-4%,-7%,13%,2%,1%,-7%
Cc1c(NC(=O)c2cc3ccccc3o2)c(=O)n(-c2ccccc2)n1C,3%,i,-18%,7%,-2%,-9%,2%,51%[activator]
CCN(CC(O)Cn1c2ccccc2c2ccccc21)S(=O)(=O)c1ccc(F)cc1 (centres undefined),5%,-16%,1%,-8%,-11%,-8%,-1%,·
CCn1c(SCc2ccc(Cl)cc2Cl)nc2nc3c(cc2c1=O)CCCC3,3%,-1%,1%,-3%,5%,-10%,-1%,1%
Nn1c(COc2cccc(Br)c2)nnc1SCC(=O)N1CCc2ccccc2C1,·,-10%,-6%,2%,-5%,-2%,1%,-3%
Cc1ccc(-c2nc3ccccn3c2NCc2ccc3c(c2)OCO3)cc1,4%,-19%,-5%,?,7%,2%,-4%,?
COC(=O)c1cccc(C23CC4(C2)[C@H](CN(Cc2ccc(C(F)(F)F)cc2)[C@@H]4c2ccccc2)C3c2ccc(Cl)nc2)c1 (some centres undefined),8%&11%,-1%,2%&9%,2%,·,3%&-12%,0%&-4%,·
COc1cc(-c2cc(C(=O)O)c3c(OC)c(OC)c(OC)cc3n2)ccc1O,2%,-4%,-6%,?,?,-15%,-1%,6%
Cn1cnnc1SCCn1c(N2CCCCC2)nc2c1c(=O)[nH]c(=O)n2C,-2%,-9%,6%,-1%,0%,0%,1%,·
CCOC(=O)N1CCN(C(=O)c2ccc(-n3c(=S)[nH]c4ccccc4c3=O)cc2)CC1,10%,-3%,-14%,-1%,0%,-13%,0%,-18%
Cc1ccc(C(=O)O)cc1NC(=S)NC(=O)C(c1ccccc1)c1ccccc1,-17%,-10%,4%,0%,-4%,3%,-4%,-11%
Cc1nn(Cc2ccccc2)c2c1C(c1ccccc1)C(C#N)=C(N)O2 (centres undefined),18%,2%,2%,-14%,-9%,-1%,1%,-16%
COC(=O)C1=C(C)N(Cc2ccccc2)C2=C3C(=O)CCCC3[C@@](O)(C(=O)OC)C(=O)N2C1c1ccccc1 (some centres undefined),·,i[11.5 µM],1%&5%[11.2 µM],·,·,5%&-10%[17.4 µM],?,·
O=C(O)/C=C/C(=O)NCCc1ccccc1,5%,10%,-3%,1%,-1%,7%,-1%,·
COc1cccc(/C=N/NC(=O)CCCC(=O)NC2CCCCC2)c1,8%,-8%,6%,-1%,1%,-9%,-1%,10%

# Some of the entries above in a different format.
# Each structure is followed by: GoLoco inh red	RECQ1 inh	TRb-SRC2 inh	GAA glycogen	GAA inhib	GAA spleen mod	TexasRed fluor	L3MBTL1 block
Cc1c(NC(=O)c2cc3ccccc3o2)c(=O)n(-c2ccccc2)n1C
    3%	i	-18%	7%	-2%	-9%	2%	51%[activator]
CCN(CC(O)Cn1c2ccccc2c2ccccc21)S(=O)(=O)c1ccc(F)cc1 (centres undefined)
    5%	-16%	1%	-8%	-11%	-8%	-1%	·
CCn1c(SCc2ccc(Cl)cc2Cl)nc2nc3c(cc2c1=O)CCCC3
    3%	-1%	1%	-3%	5%	-10%	-1%	1%
Nn1c(COc2cccc(Br)c2)nnc1SCC(=O)N1CCc2ccccc2C1
    ·	-10%	-6%	2%	-5%	-2%	1%	-3%
Cc1ccc(-c2nc3ccccn3c2NCc2ccc3c(c2)OCO3)cc1
    4%	-19%	-5%	?	7%	2%	-4%	?
COC(=O)c1cccc(C23CC4(C2)[C@H](CN(Cc2ccc(C(F)(F)F)cc2)[C@@H]4c2ccccc2)C3c2ccc(Cl)nc2)c1 (some centres undefined)
    8%&11%	-1%	2%&9%	2%	·	3%&-12%	0%&-4%	·
COc1cc(-c2cc(C(=O)O)c3c(OC)c(OC)c(OC)cc3n2)ccc1O
    2%	-4%	-6%	?	?	-15%	-1%	6%
Cn1cnnc1SCCn1c(N2CCCCC2)nc2c1c(=O)[nH]c(=O)n2C
    -2%	-9%	6%	-1%	0%	0%	1%	·
CCOC(=O)N1CCN(C(=O)c2ccc(-n3c(=S)[nH]c4ccccc4c3=O)cc2)CC1
    10%	-3%	-14%	-1%	0%	-13%	0%	-18%
Cc1ccc(C(=O)O)cc1NC(=S)NC(=O)C(c1ccccc1)c1ccccc1
    -17%	-10%	4%	0%	-4%	3%	-4%	-11%
Cc1nn(Cc2ccccc2)c2c1C(c1ccccc1)C(C#N)=C(N)O2 (centres undefined)
    18%	2%	2%	-14%	-9%	-1%	1%	-16%
COC(=O)C1=C(C)N(Cc2ccccc2)C2=C3C(=O)CCCC3[C@@](O)(C(=O)OC)C(=O)N2C1c1ccccc1 (some centres undefined)
    ·	i[11.5 µM]	1%&5%[11.2 µM]	·	·	5%&-10%[17.4 µM]	?	·
